# Jurkat NFkB inh: inhibitors of induced NF-kB luciferase reporter, primary screen, TCR NF-kB activation inhibitor project, cell-based, luminescence, uHTS. Jurkat, PMA/ionomycin-induced NF-kB luciferase reporter. inhibition, % at 4 µM. hit rate 0.53% among 330,000; in the data active means inhibition above about 50%
# APJ agonist: agonists of human apelin receptor APJ, primary screen, CHO-K1 cells, PathHunter beta-arrestin, luminescence | P35414 | 0% DMSO wells, 100% apelin | hit rate 0.11% among 330,000 | activation, % at 20 µM;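 active means activation more than six SD over the plate average, tested at 20 µM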;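 further: 0% = DMSO alone and 100% = apelin-13 at 10 nM; some results filed as inactive read as strong as hits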
# Target sequence (P35414 whole entry, looked up): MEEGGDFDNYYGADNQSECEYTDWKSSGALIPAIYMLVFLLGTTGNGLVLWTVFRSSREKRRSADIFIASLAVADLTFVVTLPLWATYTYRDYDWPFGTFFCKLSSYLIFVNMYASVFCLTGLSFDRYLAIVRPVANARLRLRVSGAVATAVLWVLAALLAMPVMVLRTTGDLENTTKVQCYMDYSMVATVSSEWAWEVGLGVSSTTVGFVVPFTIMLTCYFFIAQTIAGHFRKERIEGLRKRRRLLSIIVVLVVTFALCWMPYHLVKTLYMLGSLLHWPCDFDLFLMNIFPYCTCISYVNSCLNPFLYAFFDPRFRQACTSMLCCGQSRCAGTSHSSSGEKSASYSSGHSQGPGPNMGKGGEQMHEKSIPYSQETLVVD
#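 Assay system: CHO-K1 cells stably expressing ProLink-tagged human APJ and arrestin–beta-gal acceptor. Compound dosing: 20 µM single point, 1% DMSO. Times: 16-18 h seeding, 90 min dark compound exposure, 60 min detection. Detection: beta-gal luminescence. Evaluation: APJ–arrestin association signal. Controls: negative DMSO alone, positive Apelin-13 at 10 nM.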
# XBP1 UPR activ: activators of adaptive XBP1 UPR arm, primary screen, cell-based, CHO-XBP1 luciferase reporter, luminescence, uHTS; IRE1-XBP1 UPR activation; percent of tunicamycin response, DMSO as zero; activation, % at 20 µM; hit rate 0.33% among 330,000; AID 463104, 2010;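 active means versus positive control, 20 µM dose yields 30% or more activation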;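 further: 100% = tunicamycin at 10 µg/mL and 0% = DMSO only wells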
#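 assay system = CHO-XBP1 luciferase reporter cells | amount = 1000 cells/well | buffer or medium = F12 plus 10% FBS | compound dosing = single point, 20 µM final compound, 1% DMSO | incubation = 16-18 h cell attachment at 37 °C, then 6 h compound exposure | detection = Steady-Glo luminescence read | controls = tunicamycin 10 µg/mL and vehicle-only wells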
# tim23-1 inh: growth inhibitors of tim23-1 mutant yeast, primary screen, luminescence, uHTS | inhibition, % at 20 µM | AID 463212, 2010 | S. cerevisiae tim23-1 growth, BacTiter-Glo luminescence, 24 h | hit rate 1.3% among 330,000;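 active means growth inhibition of the mutant yeast at or above 50%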;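 further: temperature-sensitive mutant grown at 25 °C; plate controls were DMSO-treated mutant yeast for no effect and medium wells lacking yeast for full effect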
# Mdm2-MdmX inh: inhibitors of human Mdm2-MdmX association, primary screen, cell-based, luminescence, split luciferase, SaOS-2, uHTS. SaOS-2 split-luciferase Mdm2/MdmX complementation. inhibition, % at 8 µM. AID 485346, 2010. Protein Mdm4 (Homo sapiens) + E3 ubiquitin-protein ligase Mdm2 (Homo sapiens), …. hit rate 3% among 330,000;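 active means inhibition of at least 50% at 8 µM in the primary screen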
# 697 NFkB inh: inhibitors of PMA/ionomycin-induced NF-kB reporter, 697 cells, primary screen, B-cell NF-kB inhibitor project, cell-based, luminescence, uHTS | 697 B-cell NF-kB luciferase reporter, 16 h | hit rate 0.33% among 330,000 | inhibition, % at 4 µM; in the data active means inhibition above about 35%
# CHOP UPR activ: activators of apoptotic CHOP UPR arm, primary screen, cell-based, CHO-CHOP luciferase reporter, luminescence, uHTS | UPR activation; percent of tunicamycin response over DMSO baseline | activation, % at 10 µM | hit rate 0.34% among 330,000 | AID 449763, 2010;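 active means at 10 µM dose, activation of 40% or more, normalized to positive control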;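 further: 100% = tunicamycin at 10 µg/mL and 0% = DMSO alone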
#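 assay system = CHO CHOP reporter cells | amount = 500 CHO-CHOP cells per well | buffer or medium = F12 with 10% FBS | incubation = 16-18 h cell attachment, then 6 h compound exposure, 37 °C | detection = luminescence read with Steady-Glo | read-out = percent activation relative to tunicamycin control | controls = tunicamycin high control, DMSO low control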
# APJ antagonist: antagonists of human apelin receptor APJ, primary screen, CHO-K1 cells, beta-arrestin complementation, luminescence | inhibition, % at 20 µM | hit rate 0.32% among 330,000 | P35414;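 active means inhibition above about 40% at 20 µM, limit read from the data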;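 further: cells challenged with 10 nM apelin-13 agonist together with compound; plate controls were apelin-13 plus DMSO wells for no effect and DMSO wells lacking apelin-13 for full effect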
# * = called active by the depositor.
1. COc1ccccc1/C=C1/C(=O)N(c2ccc([N+](=O)[O-])cc2)N=C1C
2. CN(CCOc1ccc(Cl)cc1)Cc1cccc(S(=O)(=O)N(C)C)c1
3. CC1(C)CC(=O)c2cnc(N)nc2C1
4. CCNc1nc(NCC)nc(C(=O)NN)n1
5. O=C(Nc1ccnn1C1CCN(Cc2cc(Cl)ccc2O)CC1)C1CC1
6. CCn1c(SCC(=O)c2ccc(Cl)cc2)nnc1-c1cccs1
7. CCCC(=O)Nc1nc2c(c(=O)[nH]1)CCCC2
8. CC(C)NC(=O)C1CCN(C(=O)c2ccc(-c3ccccc3)cc2)CC1
Compound	1	2	3	4	5	6	7	8
Jurkat NFkB inh	15	16	-10	-5	-3	-17	-1	6
APJ agonist	-3	-1	-7	5	-9	-9	-4	-5
XBP1 UPR activ	-4	5	-1	-2	-4	0	-4	-2
tim23-1 inh	35	4	6	16	-12	-3	2	9
Mdm2-MdmX inh	7	19	42	16	24	-35	13	20
697 NFkB inh	14	-14	17	13	0	-15	15	12
CHOP UPR activ	1.0	1.5	-1.1	1.3	-2.1	4.2	-0.5	-2.4
APJ antagonist	13	4	5	3	11	-6	13	6

9. CCO[C@H]1OC(C(N)=O)=C[C@@H](c2ccc(Br)cc2)[C@@H]1CCCO
10. O=C(Nc1ccc(C(=O)N2CCOCC2)cc1)c1cccc(Br)c1
11. COc1ccc(Nc2ccncc2[N+](=O)[O-])cc1
12. Cc1cccc(NC(=O)CN2C(=O)NC(Cc3ccccc3)C2=O)c1 (centres undefined)
13. CC1(CC(=O)Nc2ccccc2)NC(=S)N(c2ccccc2)N1 (centres undefined)
14. CC1CCC2(CC1)NC(=O)N(CC(=O)NC(=O)Nc1ccc3c(c1)OCCO3)C2=O (centres undefined)
15. COc1cc(C=O)ccc1OC(=O)c1ccncc1
16. Cc1noc(C)c1S(=O)(=O)N(CC(=O)NCc1ccc2c(c1)OCO2)c1ccc(C(C)C)cc1
Compound	9	10	11	12	13	14	15	16
Jurkat NFkB inh	-3	-8	0	0	-34	-23	10	1
APJ agonist	-1	-2	-1	-3	-1	-2	-3	-6
XBP1 UPR activ	-2	-2	0	-1	0	0	1	-1
tim23-1 inh	14	-2	-4	-1	28	-17	9	30
Mdm2-MdmX inh	21	23	44	2	-50	-5	15	12
697 NFkB inh	-6	-7	9	3	-36	3	13	7
CHOP UPR activ	0.9	0.9	-2.1	-1.3	1.7	1.0	-0.2	-0.3
APJ antagonist	-6	14	-21	-2	-4	-10	15	-5

17. COc1ccc(N2CC(C(=O)Nc3ccc([N+](=O)[O-])cc3Br)CC2=O)cc1 (centres undefined)
18. Cc1nn(C(C)C(=O)N2CCOCC2)c(=O)c2nn(-c3ccccc3)c(C)c12 (centres undefined)
19. CC(=O)C1=C(C)NC(=O)NC1c1cc(Br)ccc1OCC#N (centres undefined)
20. COc1cc(C(=O)OCC(=O)NC2CC2)ccc1OCCC(C)C
21. CCc1ccc(NC(=O)C2CCN(S(=O)(=O)c3cnc[nH]3)CC2)cc1
22. CCOC(=O)c1cnn(-c2ccccc2)c1NC(=O)CSc1nnc(-c2cccs2)n1CC
23. CCOC(=O)c1c(C)n(C)c2cc([N+](=O)[O-])c(O)c([N+](=O)[O-])c12
24. CC12CC(NC(=O)N1c1cccc(C(=O)N3CCN(c4ccccc4)CC3)c1)c1ccccc1O2 (centres undefined)
Compound	17	18	19	20	21	22	23	24
Jurkat NFkB inh	-6	6	-16	8	10	-15	3	-4
APJ agonist	1	-2	-5	-3	-4	-3	-4	-2
XBP1 UPR activ	-1	-2	0	-2	-7	-3	-2	-1
tim23-1 inh	22	2	0	13	-1	17	29	8
Mdm2-MdmX inh	4	10	11	0	-7	14	23	33
697 NFkB inh	7	9	-28	10	0	-6	-7	-7
CHOP UPR activ	-0.5	0.5	0.3	2.4	-1.6	-2.4	-0.2	1.2
APJ antagonist	-29	23	1	9	20	-24	10	11

25. CCN(CC)c1ccc(NC(=O)c2cncc(Br)c2)cc1
26. Cc1ccc(C(=O)COC(=O)CN2C(=O)C3C4CC(C(Br)C4Br)C3C2=O)cc1 (centres undefined)
27. CCN(CC)S(=O)(=O)c1ccc(C)c(NC(=S)Nc2cccc(S(=O)(=O)N3CCCCCC3)c2)c1
28. Cc1cc(OCC(=O)N(C)C)c2c(-c3ccccc3)cc(=O)oc2c1
29. O=C(CSc1nc2c(c(=O)n1-c1ccc(Cl)cc1)SCC2)N1CCOCC1
30. CCOc1cc(N2CCOCC2)c(OCC)cc1NC(=O)c1ccc(OC)cc1
31. O=C(N/N=C/c1ccc(-c2ccccc2C(=O)O)o1)c1cccs1
32. CCn1ncc([N+](=O)[O-])c1C(=O)Nc1cc(C)on1
Compound	25	26	27	28	29	30	31	32
Jurkat NFkB inh	-57	12	0	0	8	-7	-8	-2
APJ agonist	0	-4	0	1	-3	1	-1	0
XBP1 UPR activ	3	-1	-1	-3	-2	-3	-3	-3
tim23-1 inh	28	0	16	7	11	33	8	-8
Mdm2-MdmX inh	32	10	0	26	13	22	3	10
697 NFkB inh	-80	10	15	7	6	9	13	-13
CHOP UPR activ	2.0	-0.2	2.3	-1.5	-0.7	2.0	0.6	-0.4
APJ antagonist	5	11	14	-8	-5	-4	9	-9

33. O=C(CSc1nnnn1-c1ccccc1)Nc1ncc2c(n1)CC(c1ccccc1)CC2=O (centres undefined)
34. C/C(CC(=O)Nc1cccc(C(F)(F)F)c1)=N\NC(=O)Cc1ccccc1
35. CCc1cccc(CC)c1NC(=O)/C(C#N)=C/c1ccccc1C(F)(F)F
36. CCCC(NC(=O)CCc1c(C)c2cc3c(-c4ccccc4)coc3cc2oc1=O)C(=O)O (centres undefined)
37. CN(C)S(=O)(=O)c1ccc(N2CCCC2)c(C(=O)Nc2nc3ccc(F)cc3s2)c1
38. C/C(=N\NC(=O)c1ccc(Cl)cc1)c1ccc(N2CCOCC2)cc1
39. COc1ccc(OCC(=O)Nc2ccc(N3CCC(C)CC3)cc2)cc1
40. COc1ccc(C(=O)Nc2ccccc2C(=O)Nc2ccccn2)cc1
Compound	33	34	35	36	37	38	39	40
Jurkat NFkB inh	17	-2	0	-3	-30	-9	10	-22
APJ agonist	-5	-1	8	-2	-4	-2	0	1
XBP1 UPR activ	4	-2	70*	-1	30	-2	-2	-1
tim23-1 inh	-4	26	55*	22	11	-12	2	45
Mdm2-MdmX inh	41	13	45	10	33	19	-5	1
697 NFkB inh	12	15	6	-16	-22	-9	-14	-19
CHOP UPR activ	-1.3	0.2	71*	-1.8	11	-0.6	1.0	2.7
APJ antagonist	17	18	2	11	4	9	-11	-8

41. CCO[C@H]1OC(C(=O)N2CCN(Cc3ccccc3)CC2)=C[C@@H](c2cn(C(C)=O)c3ccccc23)[C@@H]1CCCO
42. Cc1cc(C(=O)O)c(C)n1Cc1ccncc1
43. CCn1c(SCC(=O)N/N=C(\C)c2ccncc2)nnc1-c1ccccc1
44. COc1ccc(OC)c(NC(=O)CSc2nnc(Cc3cccn3C)n2CCc2ccccc2)c1
45. Cc1ccc(Cl)cc1N1CCN(C(=O)COc2ccc(S(=O)(=O)NC(C)C)cc2)CC1
46. NNC(=O)CSCc1nc(-c2ccccc2)cs1
47. O=C(NCCCn1ccnc1)C(=O)NC1CCCCC1
48. C=CCn1c(SCC(=O)Nc2c(C)cccc2C)nnc1-c1cnccn1
Compound	41	42	43	44	45	46	47	48
Jurkat NFkB inh	14	-9	-9	-19	6	10	2	1
APJ agonist	2	-1	0	-2	1	-2	-2	-5
XBP1 UPR activ	-1	-1	-2	-2	-2	0	-3	-1
tim23-1 inh	12	3	8	28	9	11	7	9
Mdm2-MdmX inh	-12	12	3	15	20	10	17	14
697 NFkB inh	2	7	9	1	-17	12	11	25
CHOP UPR activ	1.5	-1.4	0.8	-0.1	1.3	0.0	-2.6	-2.5
APJ antagonist	8	23	5	16	4	18	-15	-4

# Some entries already given with just tim23-1 inh.
item | SMILES | tim23-1 inh
38 | C/C(=N\NC(=O)c1ccc(Cl)cc1)c1ccc(N2CCOCC2)cc1 | -12
39 | COc1ccc(OCC(=O)Nc2ccc(N3CCC(C)CC3)cc2)cc1 | 2
40 | COc1ccc(C(=O)Nc2ccccc2C(=O)Nc2ccccn2)cc1 | 45
41 | CCO[C@H]1OC(C(=O)N2CCN(Cc3ccccc3)CC2)=C[C@@H](c2cn(C(C)=O)c3ccccc23)[C@@H]1CCCO | 12
42 | Cc1cc(C(=O)O)c(C)n1Cc1ccncc1 | 3

# (more compounds)
49. O/N=C\c1ccc(-c2ccccc2)o1
50. C=CCc1c(O)c(CC)cc2c(C)cc(=O)oc12
51. COc1ccc(/C=N/n2cnnc2SCc2ccc(OC)cc2)cc1
52. CCOc1ccccc1OCC(=O)Nc1c(C)n(C)n(-c2ccccc2)c1=O
53. Cc1ccc(NC(NC(=O)c2cccs2)C(Cl)(Cl)Cl)cc1C (centres undefined)
54. O=C(CSc1n[nH]c(-c2ccccc2)n1)N1CCCC1
55. CC(=O)c1cccc(NC(=O)N(c2ccccc2)c2ccccc2)c1
56. Cc1ccccc1NC(=O)n1ncc2cc(Cl)ccc21
Compound	49	50	51	52	53	54	55	56
Jurkat NFkB inh	-36	11	-2	-5	-7	-17	-11	-1
APJ agonist	2	-1	-2	-2	-1	0	1	2
XBP1 UPR activ	4	-1	3	-3	0	2	-3	1
tim23-1 inh	23	-3	13	-12	30	13	19	6
Mdm2-MdmX inh	13	-5	10	4	31	1	6	-27
697 NFkB inh	-11	6	-19	6	-23	-5	9	5
CHOP UPR activ	7.3	0.1	-0.2	-4.0	-0.7	0.4	-1.0	5.5
APJ antagonist	4	-23	6	-24	-1	7	4	3

57. Cc1cc2nc3c(c(=O)n2[nH]1)CCCC3
58. COc1ccccc1N1C(=O)S/C(=C\c2cc(C)n(C)c2C)C1=O
59. CCCn1c(SCC(=O)Nc2cc(S(=O)(=O)N3CCCCC3)ccc2C)n[nH]c1=O
60. COc1ccc(Cl)cc1N(C(C)=O)c1nc(C)cc(C)c1C#N
61. Cc1ccccc1CSc1nnc(-c2cccs2)n1Cc1ccco1
Compound	57	58	59	60	61
Jurkat NFkB inh	13	-41	-7	-5	-6
APJ agonist	-4	-2	1	-3	-6
XBP1 UPR activ	-5	0	-3	-1	-1
tim23-1 inh	-2	4	-6	11	46
Mdm2-MdmX inh	1	-46	28	9	6
697 NFkB inh	0	-70	6	1	11
CHOP UPR activ	-1.8	2.4	3.9	-0.5	-1.0
APJ antagonist	2	1	-11	-2	7

# Grouped by structure: the entries above with a CF3 group.
34. C/C(CC(=O)Nc1cccc(C(F)(F)F)c1)=N\NC(=O)Cc1ccccc1
35. CCc1cccc(CC)c1NC(=O)/C(C#N)=C/c1ccccc1C(F)(F)F
Compound	34	35
Jurkat NFkB inh	-2	0
APJ agonist	-1	8
XBP1 UPR activ	-2	70*
tim23-1 inh	26	55*
Mdm2-MdmX inh	13	45
697 NFkB inh	15	6
CHOP UPR activ	0.2	71*
APJ antagonist	18	2
